Screens deposited in PubChem BioAssay by National Center for Advancing Translational Sciences (NCATS).
BRCA1 expr up – qHTS Assay to Identify Small Molecule Activators of BRCA1 Expression. MCF7-BRCA1-FFLuc reporter, luminescence, 48 h; response scale: scaled: vehicle 0%, 10 µM genistein 100%. Potency, µM (top dose mostly 46.1 µM), for the others: at the highest dose activation, usual class: activators. 1.1% of 380,000 active; also: potency is read from the fitted curve at half-maximal effect; nearly all actives have a fitted effect of over 80% in size; some results filed as inactive show a strong effect at the top dose
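Luminescence from a BRCA1-driven firefly luciferase in MCF7 cells was the read-out, taken 15 min after substrate addition following 48 h compound exposure at 37 °C. Data were normalized to a 10 microM genistein control and DMSO vehicle.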
PTAP TSG101 blk – qHTS Assay for Iinhibitors of HIV-1 Budding by Blocking the Interaction of PTAP/TSG101; Tumor susceptibility gene 101 protein (Homo sapiens), Q99816; Fluorescence polarization, FITC-PTAP peptide / Tsg101 binding; Potency, µM (series often up to 115 µM), inactives show at the top dose activity change, negative = inhibition, most hits filed as inhibitors; 340,000 tested, under 10 active; active = well fitted inhibition curve with a large enough effect in the main read-out, with a control signal flat, not every such curve was filed as active; inconclusive = small, poorly fitted or top-dose-only effect, or effect the other way, or a change in a side signal; inactive = no such curve, though single readings can be large or run the other way; also: potency is read from the fitted curve at half-maximal effect; % of control where 0% means no effect
Target sequence (Q99816 whole entry, looked up): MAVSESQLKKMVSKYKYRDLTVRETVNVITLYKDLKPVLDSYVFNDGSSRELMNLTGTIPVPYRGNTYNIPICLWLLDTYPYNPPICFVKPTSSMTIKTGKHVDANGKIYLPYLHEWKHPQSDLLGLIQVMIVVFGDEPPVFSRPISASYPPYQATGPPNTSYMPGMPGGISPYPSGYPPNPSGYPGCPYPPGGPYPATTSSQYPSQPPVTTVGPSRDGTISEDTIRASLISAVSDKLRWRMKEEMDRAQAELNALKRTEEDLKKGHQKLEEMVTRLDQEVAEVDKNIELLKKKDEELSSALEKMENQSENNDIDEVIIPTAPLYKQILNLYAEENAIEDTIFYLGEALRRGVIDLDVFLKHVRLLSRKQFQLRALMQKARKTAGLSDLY
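Fluorescence polarization binding of Tsg101 binding domain (10 uM final) to FITC-labeled PTAP peptide (50 nM final) in HEPES pH 7.5 buffer with NaCl, Tween 20, EDTA, TCEP. Compounds added before peptide; binding 20 min at RT.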
p53 reactivator – qHTS assay for re-activators of p53 using a Luc reporter; AID 504706, 2011; H1299 p53-A138V BP100-luciferase reporter, luminescence, 24 h; Potency, µM (doses to about 92.2 µM), inactives show at the highest dose activity change, positive = activation, usual class: activators; 0.063% of 320,000 active; also: potency is read from the fitted curve at half-maximal effect; % of control where 0% means no effect; nearly all actives have a fitted effect of over 45% in size
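p53-null H1299 cells stably carrying temperature-sensitive p53-A138V and a BP100-luciferase reporter were pinned with compounds (4-point, 1:5 series) and held 24 hrs at 37 deg C. Luminescence was read 10 min after detection reagent.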
ELG1 genotoxic – qHTS screen for small molecules that induce genotoxicity in human embryonic kidney (HEK293T) cells expressing luciferase-tagged ELG1; HEK293T ELG1-luciferase reporter, luminescence, 16 h; Potency, µM (top dose mostly 46 µM), inactives show at the highest dose activity change, positive = activation, usual class: activators; 1.3% of 330,000 active; AID 504466, 2011; also: potency is read from the fitted curve at half-maximal effect; % of control where 0% means no effect; nearly all actives have a fitted effect of over 60% in size
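DMSO vehicle served as control against compound-treated ELG1-luciferase HEK293T cells; exposure lasted 16 hr at 37 °C and 5% CO2, followed by ONE-Glo luminescence detection after 30 min.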
S-ASM inh – Inhibitors of Secretory Acid Sphingomyelinase (S-ASM): qHTS; 0.006% of 340,000 active; Sphingomyelin phosphodiesterase (Homo sapiens), P17405; AID 504937, 2011; Potency, µM (highest dose often 57.5 µM), for the others: top-dose activity change, negative = inhibition, most hits filed as inhibitors; placental ASM, HMU-PC fluorogenic substrate, 60 min; also: potency is read from the fitted curve at half-maximal effect
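Human placenta-derived ASM preincubated with compound 10 min at room temperature, then reacted with 9 uM (final) fluorogenic HMU-PC substrate for 60 min at 37 C. Stop solution raises pH to 10; fluorescence read at Ex 386/Em 447 nm.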
Eya2 inh – qHTS Assay for Inhibitors of the Phosphatase Activity of Eya2; AID 488837, 2010; 0.006% of 330,000 active; recombinant Eya2, OMFP fluorescence dephosphorylation (OMFP is methylfluorescein phosphate); Protein phosphatase EYA2 (Homo sapiens), O00167; Potency, µM (doses to about 76.9 µM), without a hit: top-dose activity, negative = inhibition, actives largely listed as inhibitors; also: potency is read from the fitted curve at half-maximal effect; % is scaled to controls: 0 for no effect and ±100 for the full control effect
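Eya2 (0.2 uM) preincubated 10 min at ambient with compound, then OMFP substrate added at 50 uM; 10 min reaction in 50 mM HEPES pH 7.5, 50 mM NaCl, 5 uM MgCl2, 0.05% BSA, 1 mM DTT. Fluorescence read at Ex 485/Em 525 nm.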
uPA generation – qHTS for Inhibitors of Cell Surface uPA Generation; cell surface uPA generation assay, qHTS; Potency, µM (top dose mostly 38.3 µM), for inactives: top-dose activity change, negative = inhibition, most hits filed as inhibitors; 0.31% of 330,000 active; AID 540303, 2011; active = well fitted inhibition curve with a large enough effect; inconclusive = small, poorly fitted or top-dose-only effect; inactive = no such curve, though single readings can be large or run the other way; tested in mouse RAW 264.7 cells; also: potency is read from the fitted curve at half-maximal effect; % is scaled to controls: 0 for no effect and ±100 for the full control effect; nearly all actives have a fitted effect of over 55% in size
B2AR arrestin – qHTS assay of beta-arrestin-biased ligands of beta2-adrenergic receptor; Beta-2 adrenergic receptor (Homo sapiens), P07550; beta-arrestin recruitment to beta2AR, cell-based reporter; Potency, µM (doses to about 46.1 µM), for inactives: top-dose activation, hits mostly activators; 0.02% of 330,000 active; AID 492947, 2010;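 also: potency is read from the fitted curve at half-maximal effect; 0% = DMSO controls and full agonism = EC100 isoproterenol or metaproterenol; nearly all actives have a fitted effect of over 65% in size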
Integrin act MD – qHTS for Activators of Integrin-Mediated Alleviation for Muscular Dystrophy; AID 624291, 2012; Potency, µM (highest dose often 38.3 µM), without a hit: at the highest dose activation, usual class: activators; alpha7betagal myoblasts, beta-gal FDG fluorescence, 48 h; 0.064% of 350,000 active;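 also: potency is read from the fitted curve at half-maximal effect; 100% = response of the positive control SU9516; nearly all actives have a fitted effect of over 60% in size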
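Alpha7betagal+/- myoblasts (passage 13) were plated 16-24 hr, then exposed to compounds (1:260 dilution of DMSO stock) for 48 hours at 37C. After MPER lysis, β-galactosidase reporter activity was read as FDG fluorescence (ex 480/em 540) after 30 minutes.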
USP2a block – qHTS Assay for Inhibitors of Ubiquitin-specific Protease USP2a Using CHOP2 as the Reporter | Ubiquitin carboxyl-terminal hydrolase 2 (Homo sapiens), O75604 | USP2 core, Ub-CHOP2 coupled fluorogenic reporter, 485/531 | Potency, µM (titrated, usually from 38.3 µM), inactives show at the highest dose activity change, negative = inhibition, actives largely listed as inhibitors | 0.01% of 330,000 active | AID 463254, 2010;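 also: potency is read from the fitted curve at half-maximal effect; plate controls were DMSO wells for no effect and full inhibition by NEM control for full effect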
Target sequence (O75604 whole entry, looked up): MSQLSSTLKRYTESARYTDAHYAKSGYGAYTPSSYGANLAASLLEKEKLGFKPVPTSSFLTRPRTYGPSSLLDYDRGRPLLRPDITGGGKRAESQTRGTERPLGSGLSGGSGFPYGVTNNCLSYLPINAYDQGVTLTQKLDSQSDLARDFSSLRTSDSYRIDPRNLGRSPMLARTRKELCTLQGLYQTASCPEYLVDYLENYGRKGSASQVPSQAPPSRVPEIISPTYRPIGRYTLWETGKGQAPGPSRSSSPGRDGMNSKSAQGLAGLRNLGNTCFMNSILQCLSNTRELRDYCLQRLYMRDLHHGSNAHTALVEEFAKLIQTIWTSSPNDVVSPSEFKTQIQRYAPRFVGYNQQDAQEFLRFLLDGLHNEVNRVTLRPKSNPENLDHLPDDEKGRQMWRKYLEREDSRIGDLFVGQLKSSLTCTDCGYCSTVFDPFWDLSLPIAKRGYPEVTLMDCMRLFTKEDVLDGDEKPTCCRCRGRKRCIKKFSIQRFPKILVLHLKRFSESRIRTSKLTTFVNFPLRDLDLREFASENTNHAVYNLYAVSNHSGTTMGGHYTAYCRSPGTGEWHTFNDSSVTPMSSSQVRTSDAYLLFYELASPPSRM
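Cell-free coupled assay: 10nM USP2 core preincubated 30min RT with compound in Tris-HCl pH 8.0/CaCl2/CHAPS buffer, then 25nM Ub-CHOP2 and 25nM reporter substrate; fluorescence (Ex 485/Em 531) read after 60min RT, normalized to NEM inhibition, concentration-response curves fitted.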
TRPV1 agonist – HTS Assay for Compounds that Act as Agonists of the Vanilloid Receptor 1; Transient receptor potential cation channel subfamily V member 1 (Homo sapiens), Q8NER1; TRPV1-expressing cells, Fluo-8 calcium influx, agonist mode; activation, % at 8.33 µM; 0.19% of 320,000 active; AID 540275, 2011; in the data active = activation above about 80%; inconclusive = between about 30% and that limit; also: 0% is about no effect
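Fluo-8 calcium influx in TRPV1-expressing cells, kinetic read (ex 480/em 520 nm). Compound added and read 3 min for agonist activity, followed by capsaicin at EC20 final and 2 min further read for enhancement.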
Active calls of the source: *; ? = inconclusive; / = not tested or not shown; [ ] = another dose, or the depositor's remark. Unless noted, calls follow the shape of the dose curve; as a rule, active = well fitted curve in the direction sought with a large enough effect; inconclusive = small, poorly fitted or top-dose-only effect, or another doubt; inactive = no such curve, though single readings can be large; an effect the other way counts as inactive or inconclusive.

canonical_smiles	BRCA1 expr up	PTAP TSG101 blk	p53 reactivator	ELG1 genotoxic	S-ASM inh	Eya2 inh	uPA generation	B2AR arrestin	Integrin act MD	USP2a block	TRPV1 agonist
COc1cccc(OC)c1C(=O)NC(=S)NCc1cccnc1	-1%	-7%	-6%	5%	2%	-3%	-21%	0.3%	-3%	-1%	1
Cc1oc(-c2cccs2)nc1CN1CCC(CO)(CCOc2ccccc2)CC1	-25%	-3%	-3%	-5%	6%	3%	3%	-0.2%	-33%	8%	5
CN(c1ccccc1)S(=O)(=O)c1ccc(NC(=O)c2ccc(-c3ccccc3)cc2)cc1	-61%	/	4%	-4%	0%	-8%	-9%	0.0%	-40%	-1%	1
O=C(O)c1ccc(N/N=C/c2ccc(OC(=O)c3ccccc3Cl)cc2)cc1	-77%[inhibitor]	1%	1%	?	2%	-5%	-10%	0.1%	-3%	0%	-4
COCCN(Cc1cc2cccc(C)c2n2nnnc12)C(=O)C(F)(F)F	15%	4%	14%	0%	2%	-4%	/	0.1%	-15%[7.66 µM]	-5%	0
Cc1ccc(SCn2nnc3ccccc3c2=O)c(C)c1	13µM*	-1%	3%	?	-5%	-1%	0%	0.2%	3%	-7%	26
CC(C)C(=O)Nc1c2c(nn1-c1ccccc1)CSC2	-9%	2%	1%	0%	5%	-8%	3%	0.0%	0%	0%	0
CCOC(=O)NC(NC(=O)OCC)C(=O)c1ccccc1	1%	-8%	1%	1%	2%	?	/	0.3%	23%	0%	2
c1cnc2ncc3sccc3c2c1	-4%	-5%	-4%	2%	8%	9%	0%	-0.1%	1%	5%	-2
COc1ccc(NC(=O)CSc2ccc3nnc(-c4ccccn4)n3n2)c(OC)c1	-3%	-3%	-6%	9%	0%	-7%	4%	-0.3%	-4%	0%	-2
CC(C)(C)OC(=O)N[C@H]1C=C[C@@H](OC(=O)CC(=O)OCC(F)(F)F)C1	16%	-7%	-2%	6%	5%	2%	11%	-0.6%	10%	0%	/
COc1ccc(NC(=O)C(C)Oc2ccc(/C(C)=N\O)cc2)cc1 (configuration not stated)	-4%	-7%	-5%	2%	2%	-2%	-5%	0.3%	2%	-5%	12
O=C(NCc1ccco1)c1ccc(OCC2CCCO2)cc1 (configuration not stated)	3%[1.84 µM]	-4%	15%	5%	1%	3%	0%	-0.9%	-16%	-6%	-1
O=S(=O)(c1cc(F)ccc1F)N1CCC2(CC1)OCCN2S(=O)(=O)c1cccs1	-27%	0%	-2%	-1%	7%	-10%	-7%	-0.2%	0%	-1%	3
CCOC(=O)/C(=N/Nc1ccccc1)Sc1nnnn1-c1ccc(C)cc1	-26%	-3%	-11%	1%	2%	6%	-6%	0.4%	17%	-2%	-4
CC(C)(O)C(=O)NNC(=S)Nc1ccc(F)c(Cl)c1	-1%	0%	1%	0%	2%	9%	-2%	-0.3%	0%	3%	-3
Cc1cccc(NC(=O)Nc2c(C)n(C)n(-c3ccccc3)c2=O)c1C	-17%	-1%	?	3%	3%	12%	9%	-0.1%	25%	4%	-3
CCOCCCn1c(=N)c(C(N)=S)cc2c(=O)n3cccc(C)c3nc21	6%	-9%	1%	-5%	153%[activator]	13%	-6%	-0.3%	-30%	-3%	-1
COc1ccc(-c2noc(N3CCC(C(=O)NCCCN4CCCCC4)CC3)n2)cc1	2%	-1%	8%	2%	0%	8%	-23%	0.1%	-45%	3%	-1
Cc1cc2[nH]c(=O)cc(-c3ccccc3)n2n1	34%	-6%	-42%[inhibitor]	?	93%[activator]	-1%	?	-1.6%	0%	3%	-1

Later entries.
canonical_smiles	BRCA1 expr up	PTAP TSG101 blk	p53 reactivator	ELG1 genotoxic	S-ASM inh	Eya2 inh	uPA generation	B2AR arrestin	Integrin act MD	USP2a block	TRPV1 agonist
Nc1c(C(=O)Nc2ccccc2)sc2nc(-c3ccco3)ccc12	-59%	-9%	4%	6%	68%[activator]	11%	0%	-0.4%	6%	-4%	2
CC(C)(C)CC(=O)N1CCN(c2ccc(S(=O)(=O)N3CCOCC3)cc2[N+](=O)[O-])CC1	-6%	0%	0%	-2%	-1%	-5%	9%	0.2%	-10%	1%	0
C#CCOCCOCCOCCNc1nc(N2CCN(C(=O)CCCCCCCCCCNC(=O)[C@H]([C@@H](C)CC)n3cc(CCCCCN)nn3)CC2)nc(N2CCN(C(=O)CCCCCCCCCCNC(=O)[C@H](CO)n3cc(CCCCCN)nn3)CC2)n1	-39%	-1%	1%	1%	-12%	-28%	?	0.4%	0%	?	4
CCCCNC(=S)Nc1ccc(Oc2ccccc2)cc1	-2%	-4%	17%	-2%	-2%	-9%	3%	-0.9%	-34%	-4%	?
CCN1CCN(S(=O)(=O)c2cccc(S(=O)(=O)N3CCOCC3)c2)CC1	-23%	-3%	-2%	0%	4%	1%	-1%	-0.4%	10%	1%	3
CC(C)CC(NC(N)=O)C(=O)OCC(=O)Nc1ccc(SC(F)F)cc1 (configuration not stated)	-9%	-7%	3%	1%	-2%	4%	0%	0.0%	4%	-1%	5
COc1ccc(OCCC(=O)OCC(=O)NC(=O)NC(C)(C)C)cc1	3%	0%	-1%	2%	0%	-20%	1%	1.0%	0%	-3%	0
O=C1c2ccccc2C(Nc2ccc(S(=O)(=O)N3CCOCC3)cc2)N1c1cccnc1 (configuration not stated)	4%	-3%	-8%	3%	4%	-4%	4%	0.2%	22%	-1%	1
COC(=O)c1ccc(COC(=O)Cc2n[nH]c(=O)c3ccccc23)cc1	69%	-2%	0%	1%	-2%	-9%	-11%	-0.2%	-11%	3%	8
O=C(COC(=O)Cc1cccs1)Nc1cc(S(=O)(=O)N2CCOCC2)ccc1Cl	-12%	-4%	6%	1%	-1%	-25%	-2%	0.0%	12%	-3%	/
Cc1c(C(=O)NC(=S)N(Cc2ccccc2)c2ccccn2)cccc1[N+](=O)[O-]	20%	0%	0%	3%	4%	-29%	4%	0.0%	7%	-5%	-2
Cc1c(OCc2ccc([N+](=O)[O-])cc2)ccc2c3c(c(=O)oc12)CCC3	?	-2%	21%	?	20%	-4%	-2%	-0.2%	4%	-4%	-3
CC(C)CCNC(=O)/C=C/c1ccc(Br)cc1	?	-1%	27%	4%	1%	-1%	2%	-3.5%	6%	-1%	?
CC(C)OC(=S)N/C(=N\S(=O)(=O)c1ccccc1)c1ccccc1	3%	-4%	9%	-2%	-1%	-28%	/	-1.9%	-18%	2%	-7
CCOc1ccc(C)cc1S(=O)(=O)NC1CCCCC1	-23%	-1%	1%	1%	-1%	-37%	-8%	-0.2%	-3%[7.66 µM]	0%	23
COc1ccc2c(C(=O)c3ccc(C)cc3)n(CCC(N)=O)[n+]([O-])c2c1	-6%	-3%	/	?	-5%	7%	0%	-1.1%	-11%	0%	-3
Cc1cc(OCC(=O)NCCc2ccc(S(N)(=O)=O)cc2)c2c(C)cc(=O)oc2c1	6%	-1%	2%	0%	0%	15%	2%	0.2%	-15%	10%	-1
Nc1ncnc2c1ncn2[C@@H]1O[C@H](CNCc2cccc(C#Cc3ccccc3)c2)[C@@H](O)[C@H]1O	-38%	0%	2%	12%	0%	10%	-2%	-2.2%	-2%	1%	/
CCc1ccc(OCC(=O)NNC(=O)Cc2c(F)cccc2Cl)cc1	18%	-9%	-3%	-2%	7%	-2%	2%	-0.3%	16%	-1%	24
Cc1ccc(F)c([C@H]2[C@H]3C=CC[C@@H](C)[C@@H]3C(=O)N2Cc2ccccc2)c1	-4%	-4%	-1%	-10%	-5%	-12%	?	-0.5%	-10%	1%	?
CCN(CC(=O)Nc1ccccc1C(F)(F)F)C(=O)c1ccccc1Sc1ccccc1C#N	-9%	-5%	-2%	-3%	0%	4%	17%	0.0%	16%	1%	18

Compounds were not picked by outcome, and some 2.6% of all compounds hit somewhere here.
